Compound activity: PubChem BioAssay, National Center for Advancing Translational Sciences (NCATS)
L3MBTL1 block: qHTS Assay for the Inhibitors of L3MBTL1 | AlphaScreen L3MBTL1–H3K9me1 peptide binding | Potency, µM (doses to about 57.1 µM), for inactives: at the top dose activity, negative = inhibition, actives largely listed as inhibitors | hit rate 0.66% among 230,000 | Lethal(3)malignant brain tumor-like protein 1 (Homo sapiens), Q9Y468; active = well fitted inhibition curve with a large enough effect; inconclusive = small, poorly fitted or top-dose-only effect; inactive = no such curve, though single readings can be large or run the other way; also: nearly all actives have a fitted effect of over 60% in size
Target sequence (Q9Y468 whole entry, looked up): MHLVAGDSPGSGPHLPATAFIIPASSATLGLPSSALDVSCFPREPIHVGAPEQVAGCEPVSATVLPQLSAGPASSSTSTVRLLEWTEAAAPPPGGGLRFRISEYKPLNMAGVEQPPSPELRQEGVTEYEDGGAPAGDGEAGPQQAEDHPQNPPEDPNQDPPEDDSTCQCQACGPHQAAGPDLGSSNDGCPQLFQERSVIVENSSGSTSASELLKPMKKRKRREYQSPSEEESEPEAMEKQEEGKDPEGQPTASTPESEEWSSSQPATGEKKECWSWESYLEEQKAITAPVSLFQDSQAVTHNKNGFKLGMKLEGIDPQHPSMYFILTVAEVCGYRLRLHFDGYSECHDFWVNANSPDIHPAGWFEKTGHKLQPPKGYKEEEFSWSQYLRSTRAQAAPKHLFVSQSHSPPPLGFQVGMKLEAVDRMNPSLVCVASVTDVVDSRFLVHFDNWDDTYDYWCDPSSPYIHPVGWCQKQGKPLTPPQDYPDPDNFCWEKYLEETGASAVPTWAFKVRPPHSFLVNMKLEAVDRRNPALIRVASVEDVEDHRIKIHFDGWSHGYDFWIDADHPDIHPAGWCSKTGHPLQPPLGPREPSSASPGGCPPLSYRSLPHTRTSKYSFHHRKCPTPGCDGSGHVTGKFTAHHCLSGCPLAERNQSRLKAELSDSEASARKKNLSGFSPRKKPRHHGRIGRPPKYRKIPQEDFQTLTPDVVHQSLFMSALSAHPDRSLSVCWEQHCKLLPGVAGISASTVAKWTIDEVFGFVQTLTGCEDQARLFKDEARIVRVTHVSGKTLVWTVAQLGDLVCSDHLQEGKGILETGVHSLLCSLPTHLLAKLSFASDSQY
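AlphaScreen proximity signal between nickel-chelate acceptor and streptavidin donor beads (final 10 ug/mL) reports binding of 50 nM L3MBTL1 to 75 nM biotin-H3 K9me1 peptide; complex incubated with compounds 30 min at room temperature; cefsulodin titration as control.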
* hit, by the source's call; ? = inconclusive; [ ] = another dose, or the depositor's remark. % is scaled to controls: 0 for no effect and ±100 for the full control effect; potency is read from the fitted curve at half-maximal effect. Not all compounds are listed; rates above refer to the full screens.

SMILES	L3MBTL1 block
Cc1ccc(S(=O)(=O)N(CC(=O)Nc2ccc(F)cc2)C(=O)N2CCN(C)CC2)cc1	12%
COc1cccc(NC(=O)CN(C)C(=O)CC(NC(=O)c2ccccc2Cl)c2ccccc2)c1 (stereo unspecified)	-4%
O=C(COC(=O)c1ccc(F)c(S(=O)(=O)N2CCOCC2)c1)c1ccc(Cl)cc1	-8%
Cc1ccc(S(=O)(=O)N2CCOC23CCN(S(=O)(=O)c2c(C)cc(C)cc2C)CC3)cc1	-9%
CCC(CO)Oc1cc(NC(=O)c2ccc(C)cc2)c2ncn(C(C)C)c2c1 (stereo unspecified)	6%
COc1ccccc1NCC(=O)N1CCN(S(=O)(=O)c2ccccc2)CC1	0%
CCCCN(C(=O)CSc1nnnn1-c1ccccc1OC)C1CCS(=O)(=O)C1 (stereo unspecified)	3%
NS(=O)(=O)c1ccc(CCNC(=O)COC(=O)c2ccc([N+](=O)[O-])o2)cc1	?
C[C@H](CO)N1C[C@H](C)[C@H](CN(C)S(=O)(=O)c2ccccc2)Oc2c(NS(C)(=O)=O)cccc2C1=O	6%
N#CCCn1cc(C(=O)CN2C(=O)C(=O)N(C3CCCC3)C2=O)c2ccccc21	-12%

3 compounds out of the list, arranged by heavy-atom count, ascending:
SMILES	L3MBTL1 block
COc1ccccc1NCC(=O)N1CCN(S(=O)(=O)c2ccccc2)CC1	0%
CCCCN(C(=O)CSc1nnnn1-c1ccccc1OC)C1CCS(=O)(=O)C1 (stereo unspecified)	3%
Cc1ccc(S(=O)(=O)N2CCOC23CCN(S(=O)(=O)c2c(C)cc(C)cc2C)CC3)cc1	-9%

New compounds follow.
SMILES	L3MBTL1 block
CN(C(=O)CSc1nc2scc(-c3ccccc3)c2c(=O)[nH]1)c1ccccc1	-5%
COc1cc(/C=C/C(=O)OCC(=O)N2CCCc3ccccc32)ccc1O	0%
CCN(CC(=O)Nc1ccccc1OC)C(=O)c1ccc2[nH]c3c(c2c1)CC(C)CC3 (stereo unspecified)	-5%
Cc1ccc(S(=O)(=O)N2CCC(C(=O)Nc3ccc(C(C)C)cc3)CC2)cc1	6%
O=C(COC(=O)COc1ccc(Cl)cc1Br)NC1CCCCCC1	10%
CC(=O)Nc1ccc(S(=O)(=O)N(C)CC(=O)Nc2ccccc2N2CCCC2)cc1	1%
CCC(CO)Oc1cc(NC(=O)c2cccc(F)c2)c2ncn(C(C)C)c2c1 (stereo unspecified)	-7%
O=C(COC(=O)/C=C/c1ccccc1Cl)NCC1CCCO1 (stereo unspecified)	4%
Cc1cccc(NC(=O)COc2ccc3c(c2)CCC3)n1	14%
CC(=O)Nc1ccc(S(=O)(=O)NCCC(=O)OCc2ccccc2F)cc1	3%
NC(=O)NCCCC(=O)O	-2%
CC(C)N1CCN(C(=O)c2ccc(NC(=O)c3ccc(Br)o3)cc2)CC1	3%
COc1ccc(Cl)cc1NC(=O)CN(C)C(=O)C1CC1	-2%
CCOC(=O)c1ccccc1NC(=O)COC(=O)c1ccccc1C(=O)N(C)c1ccccc1	-6%
Cc1ccc(C(=O)NCC(=O)Nc2ncccc2C)s1	7%
CCOc1ccc(CCNC(=O)COC(=O)CCS(=O)(=O)c2ccc(C)cc2)cc1OCC	-2%
Cc1ccc(-n2c(C)nnc2SCC(=O)N(C)C2CCS(=O)(=O)C2)cc1 (stereo unspecified)	-2%
Brc1cccc(OCCN2CCc3ccccc3C2)c1	35%[activator]
CC(OC(=O)c1ccc(S(=O)(=O)N2CCCCC2)cc1)C(=O)Nc1ccc(C(N)=O)cc1 (stereo unspecified)	-4%
Cc1occc1C(=O)NNC(=O)CN1C(=O)NC(C)(c2ccccc2)C1=O (stereo unspecified)	-2%
COc1cc(C(=S)N2CCOCC2)ccc1OC(=O)c1ccccc1C	-2%
O=C(COC(=O)c1ccc(Cl)nc1)NCc1ccc(F)cc1	4%
Nc1ccc(C(=O)N2CCN(S(=O)(=O)c3ccc(Cl)s3)CC2)cc1[N+](=O)[O-]	-6%
CN(CC1COc2ccccc2O1)C(=O)CSc1ncccn1 (stereo unspecified)	10%
CC(C)=CCC/C(C)=C/CNC(=O)CC1C[C@H](C(=O)N2CCCCC2)[C@@]2(C)c3[nH]c4ccccc4c3CCN2C1=O (stereo partly specified)	1%
Cc1ccc(N(Cc2ccccc2)C(=O)Cc2ccc(S(=O)(=O)N3CCOCC3)s2)cc1	-5%
COc1ccc(N2CC(C(=O)Nc3cc(C(F)(F)F)ccc3N3CCCC3)CC2=O)c(OC)c1 (stereo unspecified)	-4%
Cc1nc(-c2ccc(C(=O)Nc3cccc(F)c3)cc2)cs1	3%
CCCn1c(CN2CCN(C(=O)c3ccco3)CC2)nc2cc(S(=O)(=O)N(C)C)ccc21	-6%
Cc1ccc(S(=O)(=O)NCC(c2ccco2)S(=O)(=O)c2ccccc2)cc1 (stereo unspecified)	-3%
COc1cc(OC)cc(C(=O)N[C@H](C(=O)OCC(=O)c2ccc(C)c([N+](=O)[O-])c2)C(C)C)c1	1%
COc1cc(C#Cc2c(-c3cncn3C)n(C)c3ccc(-c4cc(OC)c(OC)c(OC)c4)cc23)cc(OC)c1	-25%
NC(=O)c1ccccc1NC(=O)c1cc(S(=O)(=O)N2CCCCC2)ccc1N1CCOCC1	-6%
Cc1ccc(S(=O)(=O)N2CCCC2CNC(=O)c2ccc3c(c2)OCO3)cc1 (stereo unspecified)	-10%
Cc1ccc(NC(=O)CNc2cccc(S(=O)(=O)N3CCOCC3)c2)cc1F	-1%
CN1CCN(S(=O)(=O)c2ccc(C#N)cc2)C(c2ccccc2)C1 (stereo unspecified)	6%
Cc1cc(C)nc(SCC(=O)NN=Cc2ccc(C)o2)n1	-3%
CSc1nc(-c2ccccc2)nc(C(C)C)n1	24%
C=CC[C@@H](CC(=O)NCCO)C(=O)NC[C@H](OC(=O)[C@@H](CC=C)Cc1ccc(F)cc1)c1ccccc1	2%
CN(C)c1cccc(C(=O)NNC(=O)CN2C(=O)C3CC=CCC3C2=O)c1 (stereo unspecified)	0%
COc1cc(C=NNC(=O)c2cccnc2)ccc1OC(=O)c1ccccc1F	8%
O=C(Nc1ccc(S(=O)(=O)N2CCOCC2)cc1)C1CCN(S(=O)(=O)c2ccccc2)CC1	-2%
Cc1ccn2c(=O)nc(SCC(=O)N3N=C(c4cccs4)CC3c3ccc(F)cc3)nc2c1 (stereo unspecified)	-15%
O=C(OCc1nnc(-c2cccs2)o1)C1=NN(c2ccccc2)C(=O)CC1	-6%
CN(c1ccccc1)S(=O)(=O)c1cccc(C(=O)Nc2ccc(N3CCOCC3)cc2)c1	-7%
CCc1cccc(NC(=O)C2CCCN2S(=O)(=O)c2ccccc2C(F)(F)F)c1 (stereo unspecified)	6%
CCOc1ccccc1OCC(=O)Nc1ccccc1C(=O)NC1CC1	-7%
CC1CC(C)CN(C(=O)COC(=O)c2c[nH]c3ccccc23)C1 (stereo unspecified)	?
CCN1C(=O)[C@H]2[C@@H](c3ccc(C)cc3)N3C(=O)N(c4cccc(Cl)c4)C(=O)[C@@]3(Cc3ccc(Cl)cc3)[C@H]2C1=O	-6%
COc1ccc(S(=O)(=O)N2CCN(C(=O)CN3C(=O)NC(C)(c4ccc5ccccc5c4)C3=O)CC2)cc1 (stereo unspecified)	-5%

Later entries
SMILES	L3MBTL1 block
COc1ccc(CN(C)C(=O)COC(=O)c2cc([N+](=O)[O-])ccc2N2CCCC2)c(OC)c1OC	-13%
COc1ccc(NC(=O)C2CCCN(C(=O)c3ccc(Cl)cc3)C2)cc1Cl (stereo unspecified)	-1%
CN(C)C1=NCCN1CC1CCCCC1	6%
C/C(=N\OCC(=O)OCC(=O)Nc1cc(S(C)(=O)=O)ccc1Cl)c1ccc2c(c1)OCO2	1%
COc1ccc(-c2csc(N(CCCN3CCOCC3)C(=O)CCl)n2)cc1	2%
COc1cccc(OCCNS(=O)(=O)c2ccccc2[N+](=O)[O-])c1	-3%
COc1ccc(C(=O)Nc2ccc(N3CCCC3)cc2)cc1OC	-15%
COc1ccc(CC(=O)Nc2cccc(S(=O)(=O)N3CCOCC3)c2)cc1OC	-1%
CC1(c2ccc3ccccc3c2)NC(=O)N(CC(=O)Nc2ncccc2O)C1=O (stereo unspecified)	-5%
C#CCOCCOCCOCCNc1nc(N2CCOCC2)nc(N2CCN(C(=O)[C@H](CC(N)=O)n3cc(C(N)[C@@H](C)CC)nn3)CC2)n1 (stereo partly specified)	5%
Cc1onc(-c2ccccc2Cl)c1C(=O)NCc1nnnn1-c1ccc(F)cc1	10%
O=C(NCC(c1ccco1)N1CCN(c2ccc(F)cc2)CC1)C(=O)NC1CCCCC1 (stereo unspecified)	15%
CN(C)S(=O)(=O)c1ccc(C(=O)NCC(c2cccs2)N2CCOCC2)cc1 (stereo unspecified)	-11%
COc1cccc(NC(=O)CN2C(=O)NC(C)(C3CC3)C2=O)c1 (stereo unspecified)	1%
CCCCN1CC(=O)N2[C@H]3c4cc(C)ccc4OC[C@@H]3[C@H](c3ccccc3)[C@]2(C)C1=O	-2%
C[C@]12c3[nH]c4ccc(Cl)cc4c3CCN1C(=O)[C@@H](CC(=O)NCCC1=CCCCC1)C[C@@H]2C(=O)N1CCOCC1	-8%
CC1Nc2ncnc(N3CCc4ccccc4C3)c2N(Cc2ccc(Cl)cc2)C1=O (stereo unspecified)	-1%
COc1ccccc1C(=O)COC(=O)CCN=C1NS(=O)(=O)c2ccccc21	15%
Cc1cc(OC(=O)c2cc(C(F)(F)F)cc(C(F)(F)F)c2)c([N+](=O)[O-])c(=O)[nH]1	4%
COc1ccc(C(=O)O)cc1S(=O)(=O)NC1CCN(Cc2ccccc2)CC1	4%
O=C(O)c1ccc(/C=N/NC(=O)c2cc3ccccc3cc2O)cc1	32µM*
O=C1CC2(CCN(C(=O)c3cccc(Cl)c3)CC2)Oc2ccccc21	-14%
O=C(NCc1ccncc1)C1CCN(S(=O)(=O)c2ccccc2)CC1	-3%
COc1cccc(C#Cc2c(C=O)n(C)c3ccccc23)c1	204%[activator]
C=CC(=O)Nc1ccc(CN2C(=O)N(c3c(Cl)c(OC)cc(OC)c3Cl)Cc3cnc(NCCCCN(CC)CC)nc32)cc1	-12%
COc1ccc(S(=O)(=O)Nc2cc(Sc3ncn[nH]3)c(O)cc2C)cc1	6%
CC1CC(=O)Nc2ccccc2N1C(=O)Cn1cnc2ccc(Br)cc2c1=O (stereo unspecified)	-2%
Cc1ccc(OCC(=O)OCC(=O)NC2CCCC2)cc1C	-6%
CCCN(CC(=O)Nc1cc(Cl)ccc1Cl)C(=O)c1ccccn1	8%
Cc1cc(NS(=O)(=O)c2ccc(NC(=O)c3ccccc3F)cc2)no1	-1%

In the list so far, these have bromine.
SMILES	L3MBTL1 block
O=C(COC(=O)COc1ccc(Cl)cc1Br)NC1CCCCCC1	10%
CC(C)N1CCN(C(=O)c2ccc(NC(=O)c3ccc(Br)o3)cc2)CC1	3%
Brc1cccc(OCCN2CCc3ccccc3C2)c1	35%[activator]
CC1CC(=O)Nc2ccccc2N1C(=O)Cn1cnc2ccc(Br)cc2c1=O (stereo unspecified)	-2%

(further entries)
SMILES	L3MBTL1 block
CCC[C@@H](CN1CCC[C@H]1CN1C(N)=NC[C@@H]1Cc1ccccc1)N1C[C@@H]([C@H](C)CC)N(CCc2ccc(Cl)c(Cl)c2)C1=N	0%
C#CC(=O)CCC1CCCN1C(=O)OC(C)(C)C (stereo unspecified)	-3%
Cc1ccc(C(=O)NNC(=O)c2ccccc2OCc2c(C)noc2C)cc1	1%
CC(=O)c1c(C)[nH]c(C(=O)CN2C(=O)NC3(CCCCC3)C2=O)c1C	-11%
CCCNC(=O)c1ccc(N2CCC3(CC2)CC(c2cccc(Br)c2)=NO3)c(NC(=O)c2c(Cl)cccc2Cl)c1	8%
COc1ccccc1-c1noc(CCC(=O)N2CCN(c3cc(C)ccc3C)CC2)n1	-6%
O=C(NCc1ccc(Cl)cc1)c1ccc(S(=O)(=O)N2CCCCC2)cc1	-2%
O=C(CN1C(=O)NC2(CCCCC2)C1=O)NNC(=O)C1CC1	4%
O=C(CN1C(=O)C2CCCCC2C1=O)NC1CCCc2ccccc21 (stereo unspecified)	-12%
CC(=O)N1CCN(S(=O)(=O)c2cccc(C(=O)Nc3ccccc3N3CCCC3)c2)CC1	1%
CC(C)N(C)S(=O)(=O)c1ccc(NC(=O)CSC(=S)N2CCCC2)cc1	-4%
COc1cc(OC)cc(C(=O)OCC(=O)Nc2cccc(S(=O)(=O)NC3=NCCCCC3)c2)c1	2%
CCN(CC(=O)Nc1c(F)cccc1F)C(=O)c1cc(-c2cccs2)nn1-c1ccccc1	-4%
CN(Cc1ccccc1)C(=O)COC(=O)CCN1C(=O)C2CC=CCC2C1=O (stereo unspecified)	4%
CCCn1c(SCC(=O)Nc2ccc(Cl)cc2F)nc(O)cc1=O	1%
COC(=O)C1=C(C)N(Cc2ccccc2)C(=NCC(C)C)N[C@H]1c1cccc(C(F)(F)F)c1	12%
CC(=O)c1ccc(Nc2nc(C)cc(C)n2)cc1	2%
COCCN(C(=O)c1c(C)noc1C)c1c(N)n(CC(C)C)c(=O)[nH]c1=O	-2%
COc1cccc2oc3ccc(C#CC4(N)CCCCC4)cc3c(=O)c12	-3%
